MITF primary: blocks human microphthalmia-associated transcription factor; O75030; AlphaScreen MITF homodimerization, bead proximity signal; inhibition, % at 2.6 µM; 650,000 compounds, 0.91% hits; in the data active = inhibition above about 50%;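 note: 0% = vehicle wells with protein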
Target sequence (O75030 whole entry, looked up): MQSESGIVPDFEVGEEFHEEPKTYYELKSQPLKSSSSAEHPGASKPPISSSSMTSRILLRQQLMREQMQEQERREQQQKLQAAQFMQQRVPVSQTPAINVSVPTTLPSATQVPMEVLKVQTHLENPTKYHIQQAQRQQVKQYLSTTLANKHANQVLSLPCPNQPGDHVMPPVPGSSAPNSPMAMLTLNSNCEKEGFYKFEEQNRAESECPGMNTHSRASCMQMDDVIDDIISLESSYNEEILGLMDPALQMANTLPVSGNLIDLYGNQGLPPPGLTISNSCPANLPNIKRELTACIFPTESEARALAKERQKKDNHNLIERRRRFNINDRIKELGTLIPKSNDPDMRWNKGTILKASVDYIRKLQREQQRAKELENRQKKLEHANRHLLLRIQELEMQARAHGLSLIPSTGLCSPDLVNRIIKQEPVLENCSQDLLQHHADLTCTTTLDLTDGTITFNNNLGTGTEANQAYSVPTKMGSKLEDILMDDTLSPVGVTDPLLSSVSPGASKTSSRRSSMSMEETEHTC
GPR151 activ: activators of human GPR151. 650,000 compounds, 1% hits. AID 1508602. activation, % at 11.2 µM. PathHunter beta-arrestin GPR151 cells, luminescence. Q8TDV0; in the data active = activation above about 4.9%;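 note: 0% = median of compound wells and 100% = cells with positive control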
Target sequence (Q8TDV0 whole entry, looked up): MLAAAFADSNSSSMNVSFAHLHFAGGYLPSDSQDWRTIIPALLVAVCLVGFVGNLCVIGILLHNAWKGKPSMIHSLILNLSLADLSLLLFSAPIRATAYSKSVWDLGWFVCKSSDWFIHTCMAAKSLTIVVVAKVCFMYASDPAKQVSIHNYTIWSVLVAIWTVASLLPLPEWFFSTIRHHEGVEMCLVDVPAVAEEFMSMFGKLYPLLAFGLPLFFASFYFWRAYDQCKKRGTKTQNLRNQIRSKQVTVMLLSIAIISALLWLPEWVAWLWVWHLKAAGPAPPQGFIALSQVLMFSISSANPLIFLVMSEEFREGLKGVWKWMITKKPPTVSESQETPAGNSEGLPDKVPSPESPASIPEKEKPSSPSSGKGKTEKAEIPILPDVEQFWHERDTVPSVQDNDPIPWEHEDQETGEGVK
FBW7 act: activators of human E3 ligase FBW7; 650,000 compounds, 0.13% hits; AID 1259310; normalized activity (activation), % at 26.1 µM; AlphaScreen FBW7–phospho-cyclin E peptide binding, activator screen; in the data active = normalized activity above about 1.9%;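 note: purified mutant Fbw7 with reduced substrate affinity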
TEAD-YAP inh: TEAD-YAP interaction inhibition. inhibition, % at 9.12 µM. 640,000 compounds, 1.4% hits. AID 1259422. HEK-TIYL cells, TEAD-Gal4/YAP UAS-luciferase luminescence; in the data active = inhibition above about 32%;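 note: 0% = median of test compound wells and 100% = reference inhibitor wells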
* hit, by the source's call; & = joins results of further samples.

molecule	MITF primary	GPR151 activ	FBW7 act	TEAD-YAP inh
Cc1ccc2c(c1)N(CCCC(=O)NCCN1CCCCCC1)C(=O)CO2	-3.1	-0.3	0.1	-0.2
Clc1ccccc1COc1ccc(/C=N/n2cnnc2)cc1	0.1	0.6	-0.1	-16.7
Cn1cc(CN2CCN(Cc3nccn3C)CC2)c(-c2ccc3c(c2)OCCO3)n1	2.3	4.3	0.0	0.0
CC(C)c1ccc(-c2[nH]ncc2C=O)cc1	-4.7	-0.5	-0.1	-8.8
O=[N+]([O-])c1cccc(OCCNCCN2CCOCC2)c1	-17.5	0.7	-0.1	0.9
O=C(Nc1cccc(F)c1)/C(=C/c1cccc([N+](=O)[O-])c1)NC(=O)c1ccc(F)cc1Cl	24.7	2.5	0.5	-5.0
Cn1ccnc1C(NC(=O)Cc1ccc(O)cc1)c1ccc(F)c(F)c1 (stereo unspecified)	0.6	-0.6	0.0	0.0
COc1ccc(NC(=O)C2CC2)cc1N1CCCCC1=O	6.5	1.2	-0.2	-3.0
Cc1ccc(S(=O)(=O)Nc2ccc(Br)cc2/C=N/n2cnnc2)cc1	-5.5	0.0	0.1	14.5
Cn1cccc1CN(Cc1cccs1)C(=O)c1cccc(Cl)c1	2.8	-1.5	-0.3	12.7
O=C(NCc1ccco1)c1ccc(-c2cccc(Cl)c2)o1	3.5	-0.7	-0.1	-30.1
C=CCn1c(SCc2nc3sc(C(C)=O)c(C)c3c(=O)[nH]2)nnc1-c1ccoc1C	-4.5	-0.4	-0.2	-5.1
CCN(CC)S(=O)(=O)c1ccc(-c2csc(Nc3ccc(C)cc3)n2)cc1	-9.4	1.3	-0.2	6.8
COc1cc(/C=C2/SC(=Nc3ccccc3Cl)NC2=O)ccc1OCc1ccccc1[N+](=O)[O-]	18.0	-0.4	0.3	-6.9
N#Cc1cccc(S(=O)(=O)NCC(=O)OCC(=O)NCC23CC4CC(CC(C4)C2)C3)c1	-12.2	1.0	-0.1	-3.8
COc1cccc(CN2CCN3C(=O)[C@@H](CO)NC(=O)[C@H]3C2)c1	15.8	0.6	0.1	2.1
N#C/C(C(=O)NC1CC1)=c1/s/c(=C/c2ccco2)c(=O)n1-c1ccc(F)cc1	5.2	-0.3	0.3	4.4
CCOC(=O)CSCC(=O)N1c2cc(C)c(C)cc2-c2c(ssc2=S)C1(C)C	26.0	-0.4	-0.3	0.0
Cc1ccc(CC(=O)Nc2cccnc2)cc1	12.2	1.5	0.8	-8.6
COc1ccc(-c2nnc(NC(=O)Cc3ccc(C(C)C)cc3)o2)cc1	13.2	0.7	0.7	4.2

Look-ups from the results shown.
Cn1cccc1CN(Cc1cccs1)C(=O)c1cccc(Cl)c1 in TEAD-YAP inh has 12.7
Cc1ccc(CC(=O)Nc2cccnc2)cc1 in MITF primary has 12.2

Carrying on:
molecule	MITF primary	GPR151 activ	FBW7 act	TEAD-YAP inh
Cn1nnc(NC(=O)COc2ccccc2)n1	-7.7	-0.6	0.1	5.1
Cc1cccc(CCNC(=O)CCc2c(C)nc3c4c(C)cc(C)nc4nn3c2C)c1	-2.4	0.9	0.0	2.3
COc1ccccc1-n1nc(C(=O)NC2CCCCC2)c2ccccc2c1=O	17.3	1.3	0.2	-5.5
COc1cccc(NC(=O)CN2CCC(c3nc4ccc(Cl)cc4[nH]3)CC2)c1	18.8	0.6	0.1	-13.5
CC1=NNC(=O)C1CC(=O)N/N=C(\C)c1cccs1 (stereo unspecified)	-4.0	-1.3	0.0	1.7
O=C(NCC1CCC2(CCN(C(=O)c3ccsc3)CC2)O1)C1CCCCC1 (stereo unspecified)	0.3	0.7	0.1	10.8
CC12C=CC(O1)C1C(=O)N(c3ccc(F)c(Cl)c3)C(=O)C12 (stereo unspecified)	-43.4	2.1	0.3	-8.4
N#Cc1ccc(Cn2c(NCCO)nc3ccccc32)cc1	4.5	-0.5	0.1	-7.2
Cc1cccc(NC(=O)c2cccc(C(=O)Nc3cccc(C)c3)c2)c1	2.0	-2.6	0.1	4.5
Cc1noc(C)c1CC(=O)N1CCOc2ccc(CN3CCCCC3CO)cc2C1 (stereo unspecified)	-3.8	-0.2	-0.1	2.5
Cc1ccc(-c2nc3cc(Cl)ccc3o2)cc1NC(=O)c1cccnc1	18.4	0.4	0.1	9.3
Cc1cc(Cl)ccc1N=Cc1nc(-c2ccc(Cl)cc2)oc1O	3.8	3.3	0.0	8.9
COc1ccc(C(=O)C[n+]2cccc(C)c2C)cc1[N+](=O)[O-]	-1.3	-1.6	0.0	-5.1
COc1ccccc1CN1CCc2nnc(C(C)NC(=O)C(C)C)n2CC1 (stereo unspecified)	2.6	-0.1	-0.1	-8.8
O=C(NCc1ccc(Cl)cc1)c1cc(C2CC2)on1	-5.0	1.0	-0.1	-14.1
COc1cc(OC)cc(C(=O)N2CCN(Cc3ccc4ccccc4c3)CC2)c1	38.7	-1.9	0.4	5.9
O=C1CC(N2CCN(C(c3ccccc3)c3ccccc3)CC2)C(=O)N1c1ccccc1F (stereo unspecified)	11.7	-0.2	-0.1	-9.2
CCOC(=O)c1c(NC(C)=O)sc2c(OCC)c(Br)ccc12	4.5	1.4	0.0	3.6
COC(=O)C1(C(=O)OC)C(c2ccccc2)C1(C(=O)OC)C(=O)OC	-16.7	-1.1	0.1	10.7
COC(=O)C1=C(C)NC(=O)NC1c1ccc(OCC(=O)N2CCCCCC2)cc1 (stereo unspecified)	-1.7	0.4	-0.1	-4.1

Continuation:
Order of results: MITF primary, GPR151 activ, FBW7 act, TEAD-YAP inh
> C/C(CC(C)C)=N\NC(=O)c1cccs1
    8.9, -1.0, -0.1, -47.5
> CC(C)N(C(=O)CSc1cn(CC(=O)N2CCOCC2)c2ccccc12)C(C)C
    5.0, -0.2, -0.1, 5.0
> NC(=O)c1cc2ccccc2s1
    4.9, 0.0, 0.0, -2.2
> Cc1nc(Cl)cc(N/N=C/c2cccnc2)n1
    12.8, -0.3, 0.0, -2.7
> C=CCn1nnnc1SCC(=O)Nc1ccc(C(=O)OC)cc1
    -3.6, 0.9, 0.1, 9.6
> CCOc1ccc(/C(O)=C2/C(=O)C(=O)N(CCN3CCOCC3)C2c2ccc(C(C)C)cc2)c(C)c1 (stereo unspecified)
    -1.1, 0.5, 0.2, 8.4
> Nc1c(-c2ccc(Cl)cc2)cnn1-c1ccc([N+](=O)[O-])cc1
    -6.6, 0.7, -0.1, -62.9
> COc1ccccc1C1CCCN1C(=O)CCc1nnc(-c2ccc(C)s2)o1 (stereo unspecified)
    -11.2, -0.5, -0.1, -1.7
> COc1ccc(-c2nc3ccccc3o2)cc1NC(=O)COc1ccc(Cl)cc1
    6.2, -0.5, 0.1, 1.6
> COc1cccc2c1OC(c1ccc(SC)cc1)N1N=C(c3ccc(F)cc3)CC21 (stereo unspecified)
    6.3, 1.0, 0.0, 2.3
> CCOC1=NN(c2ccc([N+](=O)[O-])cc2)C(=O)/C1=C\c1ccccc1
    8.6, 1.2, -0.1, 2.5
> CCOC(=O)C1(CCOC)CCN(C/C(C)=C/c2ccccc2)CC1
    -6.7, -0.2, -0.1, -4.0
> Cc1cnc(C(=O)Nc2ccc(-n3cnnn3)cc2)cn1
    -8.0, -0.5, 0.0, -1.9
> Cc1nc2c3ccccc3nc(SCC(=O)NCc3ccco3)n2n1
    -16.0, -0.1, -0.2, 1.4
> CCCc1nnc(-c2cc(OC)c(OC)c(OC)c2)o1
    8.6, 3.6, 0.0, 1.3
> O=C(Cc1ccccc1)Nc1ccc(O)cc1C(=O)O
    -4.1, 1.5, -0.2, 1.9
> O=[N+]([O-])c1ccc(N2CCCC2)cc1
    11.9, 0.5, -0.3, 0.7
> COc1ccccc1CNC(=O)CN(c1ccc(Br)cc1)S(C)(=O)=O
    -6.6, -1.2, 0.0, -21.3
> CCOc1ccc(-c2c(C#N)c(N)nc(SCC(=O)c3ccc(C)cc3)c2C#N)cc1
    -1.6, 2.3, 0.0, -2.9
> COCCn1c(SCc2nc(N)nc(Nc3ccccc3C)n2)nc2ccccc2c1=O
    11.9, 2.2, -0.1, -7.5
> O=C(Cc1cccs1)NCC1(c2ccc(F)cc2)CC1
    -0.9, 11.8*, 0.1, 1.4
> Cc1cc(C)c2c(N)c(C(=O)c3ccc(Br)cc3)sc2n1
    -2.8, -0.2, 0.1, -8.6
> O=C(NCc1ccco1)c1nn2c(C(F)(F)F)cc(-c3ccco3)nc2c1Cl
    3.1, 3.1, 0.0, 5.3
> CCc1ccc(N/C(SCc2ccc(Cl)cc2)=C(/C#N)C(N)=O)cc1
    2.5, -0.4, -0.2, 10.1
> O=C(O)COc1ccc(OCc2ccccc2)cc1
    10.6, -6.4, 0.2, -1.9
> NNC(=O)c1cc(-c2cccc3ccccc23)n[nH]1
    15.6, -0.1, 0.2, -19.7
> CN1CCN(c2ncccc2C(=O)Nc2cccc(C(F)(F)F)c2)CC1
    2.0, 2.5, 0.0, 3.7
> O=C(Nc1cccc(-c2ccn[nH]2)c1)c1ccccn1
    -4.5, -1.0, -0.2, 0.5
> C=CCn1c(SCC(=O)Nc2nnc(-c3ccccc3)s2)nnc1-c1ccco1
    12.3, 0.6, 0.5, 10.8
> COc1ccc(NC(=S)N(C)N)cc1
    3.7, 3.8, -0.1, 1.7
> CCOc1cc(/C=C2/SC(=S)N(C)C2=O)ccc1O
    14.0, 0.9, 0.7, 5.2
> CCc1ccc(-c2ccc(C(=O)Nc3cccc(Cl)c3)cc2)nc1
    4.3, 0.6, 0.0, -22.8
> COc1cccc(Nc2nc(-c3ccc(Cl)cc3)nc3ccccc23)c1
    11.0, 1.3, 0.2, -10.4
> Cc1cc(=O)oc2cc(OCC(=O)NNC(=O)COc3ccc(Br)cc3)ccc12
    5.0, 0.0, -0.1, 0.8
> COc1cc(/C=C(\C#N)c2nn(CCO)c(N)c2C#N)cc(Br)c1OCc1ccccc1
    1.4, 0.4, 0.1, 3.4
> O=C1OCCC1Sc1nc(-c2cccs2)nc2ccccc12 (stereo unspecified)
    -6.1, 0.7, 0.0, -6.7
> CCC(C(=O)N1CCN(c2ccc(OC)cc2)CC1)n1sc2ccccc2c1=O (stereo unspecified)
    15.2, 0.4, -0.3, 0.1
> Cc1ccc(S(=O)(=O)CCC(=O)Nc2ccc(F)cc2)cc1
    3.3, -1.4, 0.2, 7.5
> COc1ccccc1OCCSc1nc(C)cc(=O)[nH]1
    12.3, -0.1, 0.0, -6.7
> Cc1cccc(NC(=O)c2c(Cl)nc(Cl)c(Cl)c2Cl)c1C
    10.9, 2.0, 1.1, 35.8*

Profiles, quoted from the list.
COc1ccc(NC(=S)N(C)N)cc1 as listed: MITF primary = 3.7; GPR151 activ = 3.8; FBW7 act = -0.1; TEAD-YAP inh = 1.7
O=C1OCCC1Sc1nc(-c2cccs2)nc2ccccc12 (stereo unspecified) as listed: MITF primary = -6.1; GPR151 activ = 0.7; FBW7 act = 0.0; TEAD-YAP inh = -6.7
CN1CCN(c2ncccc2C(=O)Nc2cccc(C(F)(F)F)c2)CC1 as listed: MITF primary = 2.0; GPR151 activ = 2.5; FBW7 act = 0.0; TEAD-YAP inh = 3.7

Following part
Order of results: MITF primary, GPR151 activ, FBW7 act, TEAD-YAP inh
> CC(C(=O)Nc1ccc(F)c(Cl)c1)N1Cc2ccccc2C1=O (stereo unspecified)
    -3.8, -0.3, -0.1, 6.2
> O=C(NCc1cccnc1)c1cccc(Nc2ccc(-n3ccnc3)cc2)c1
    6.5, 0.3, 0.0, -16.8
> COc1nc(Nc2ccc([N+](=O)[O-])cc2)nc(OC)n1
    9.6, 0.0, 0.0, 4.2
> Cc1c(/C=C/c2nc3ccccc3c(=O)n2-c2ccc([N+](=O)[O-])cc2)c2ccccc2n1C
    1.3, 1.8, -0.1, -2.0
> CCOC(=O)c1cnc2ccc(OC)cc2c1Nc1ccc(OCC)cc1
    15.7, 1.5, -0.2, 8.7
> CCOC(=O)/C=C(\C)Nc1ccc(NC(C)=O)cc1
    0.1&0.6, 1.5&-0.6, -0.1&0.0, 5.6&-0.9
> CCc1ccccc1Nc1ncnc2c1cnn2-c1ccc(C)cc1C
    -1.2, 1.7, -0.1, -12.7
> Cc1cc(C)nc(Nn2c(SCc3cccc(Cl)c3)nc3ccccc3c2=O)n1
    7.9, -0.8, 0.9, -11.1
> CC1=C(C(=O)OCC(F)(F)F)C(c2ccc(OCc3ccccc3)cc2)NC(=O)N1 (stereo unspecified)
    -1.2, 1.3, -0.2, -9.5
> COC(=O)c1c(S(=O)(=O)NCCN(C)C)sc2c1CCN(C/C=C/C(C)C)C2
    4.7, 1.2, -0.1, 6.0
> CCn1c(O)c(C(C#N)=C2N=c3ccccc3=N2)c2ccccc21
    8.6, 1.6, 0.6, 4.4
> O=C(COc1ccc([N+](=O)[O-])cc1)N/N=C/c1ccc(Cl)cc1
    -3.7, 2.6, 0.1, -4.2
> CC(C)(C)C(=O)Nc1ccc(C(=O)NNC(=O)c2cc([N+](=O)[O-])cc([N+](=O)[O-])c2)cc1
    -7.1, 0.0, -0.1, -3.0
> COc1ccc2c(CC(=O)Nc3ccccc3-c3ccccc3)cc(=O)oc2c1
    0.6, 0.1, 0.1, -0.6
> COc1ccc(N2C(=O)C3CC=CC(C)C3C2=O)cc1 (stereo unspecified)
    3.3, 2.3, 0.1, 0.4
> CC1CN(C2=Nc3cccc4cccc2c34)CC(C)O1 (stereo unspecified)
    -3.9, 0.4, -0.1, -7.0
> O[Si](CCCN1CCCCC1)(c1ccc(F)cc1)C1CCCCC1 (stereo unspecified)
    2.6, 1.4, -0.1, -10.2
